Compound activity deposited in PubChem by several laboratories.
Tat transport: E. coli Tat export inhibitors, primary screen, MC4100, TorA-mCherry reporter, fluorescence, single point | inhibition, % at 10 µM | 340,000 tested, 0.036% active | AID 488895, 2010;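 active = mean replicate inhibition at least 50% and at least half of replicates individually reaching 50%; inconclusive = only one of the two criteria met; inactive = neither criterion met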;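 note: exported cargo escapes ClpAP degradation while cytoplasmic cargo is degraded and loses fluorescence; 0% = median of neutral control wells and 100% = median of NaSCN control wells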
CAL PDZ FP-1: CAL PDZ peptide-binding inhibitors, primary screen, biochemical, fluorescence polarization, Cer-tagged CAL PDZ, HTS; purified CAL PDZ, TMR-peptide fluorescence polarization, 1 h; inhibition, % at 20 µM; 330,000 tested, 0.02% active; AID 504414, 2011;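 active = highest replicate inhibition of at least 40%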;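 note: plate controls were DMSO neutral control wells for no effect and unlabeled competitor peptide control wells for full effect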
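Test system: tagged CAL PDZ domain / Buffer or medium: sodium phosphate/NaCl buffer pH 7.4 with TCEP, IgG, Thesit / Reagent: TMR-labelled reporter peptide T*-PRC34 bound in PDZ groove / Compound dosing: single point, 20 µM / Schedule: 1 h incubation at room temperature before polarization reading / Technique: fluorescence polarization (mP) / Benchmarks: unlabelled peptide, DMSO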
CDK5 p35 inh: inhibitors of human CDK5/p35 kinase, primary screen, biochemical, single concentration; Recombinant CDK5/p35, ADP-Glo luminescence, 60 min; inhibition, % at 10 µM; 330,000 tested, 0.01% active; Cyclin-dependent kinase 5 (Homo sapiens) + Cyclin-dependent kinase 5 activator 1 (Homo …;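 active = highest replicate inhibition of at least 50% and at least 75% of replicates reaching 50%; inconclusive = only one of the two criteria met; inactive = both criteria failed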;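 note: plate controls were DMSO neutral control for no effect and GW8510 at 10 µM for full effect; many of its hits are not listed in these tables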
Target sequence (Q00535 whole entry, looked up): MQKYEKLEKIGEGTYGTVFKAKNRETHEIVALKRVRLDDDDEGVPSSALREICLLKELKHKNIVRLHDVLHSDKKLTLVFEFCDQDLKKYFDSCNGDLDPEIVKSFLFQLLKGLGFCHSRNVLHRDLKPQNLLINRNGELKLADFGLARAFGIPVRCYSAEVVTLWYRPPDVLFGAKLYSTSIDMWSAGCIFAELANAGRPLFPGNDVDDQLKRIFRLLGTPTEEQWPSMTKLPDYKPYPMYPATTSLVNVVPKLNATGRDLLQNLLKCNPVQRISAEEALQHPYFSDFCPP
Target sequence (Q15078 whole entry, looked up): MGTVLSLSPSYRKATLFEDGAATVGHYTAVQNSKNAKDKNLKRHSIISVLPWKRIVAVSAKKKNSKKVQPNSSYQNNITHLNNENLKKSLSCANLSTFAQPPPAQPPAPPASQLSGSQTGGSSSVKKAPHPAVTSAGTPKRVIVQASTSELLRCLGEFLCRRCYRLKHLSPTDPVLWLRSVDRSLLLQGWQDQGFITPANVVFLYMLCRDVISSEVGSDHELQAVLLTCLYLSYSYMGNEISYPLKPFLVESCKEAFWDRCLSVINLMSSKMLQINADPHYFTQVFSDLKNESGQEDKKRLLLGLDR
cardiac RTF act: cardiac RTF calcium sensitivity activators, primary screen, biochemical, IANBD-TnC fluorescence, EC20 calcium | Troponin I, cardiac muscle (Homo sapiens) + Troponin T, cardiac muscle (Homo sapiens) + … | IANBD-labeled TnC RTF fluorescence at EC20 calcium; 0% EC20 calcium, 100% full calcium | activation, % at 7.2 µM | 340,000 tested, 0.24% active | AID 493008, 2010;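 active = activation above the mean over all tested compounds plus 3 SD, cut at about 30% in these data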;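 note: rise in fluorescence read as greater calcium sensitivity of cardiac thin filaments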
MITF act: activators of MITF-driven TRPM1 promoter reporter, primary screen, cell-based, SK-MEL-5, luciferase, single point. activation, % at 12.5 µM. 300,000 tested, 0.75% active. AID 588334, 2011. SK-MEL-5 TRPM1-promoter luciferase, 24 h; % of positive control, neutral wells = 0;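 active = mean activation of at least 80% with every replicate also reaching 80%; inconclusive = mean reaches 80% but some replicate falls short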;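 note: 0% = neutral control wells and 100% = parthenolide positive control wells; values of inactives mirror those of a sister screen read the other way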
Rtt109 HAT inh: inhibitors of C. albicans Rtt109/Vps75 HAT, primary screen, biochemical, ThioGlo CoA-SH fluorescence, plate reader; inhibition, % at 34.9 µM; purified Rtt109/Vps75, 4 h; Histone acetyltransferase RTT109 (Candida albicans (strain SC5314 / ATCC MYA-2876)), …; 330,000 tested, 0.16% active;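 active = inhibition of at least 50% in every replicate; inconclusive = best replicate reaches 50% inhibition but some replicates fall short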
Target sequence (Q5AAJ8 whole entry, looked up): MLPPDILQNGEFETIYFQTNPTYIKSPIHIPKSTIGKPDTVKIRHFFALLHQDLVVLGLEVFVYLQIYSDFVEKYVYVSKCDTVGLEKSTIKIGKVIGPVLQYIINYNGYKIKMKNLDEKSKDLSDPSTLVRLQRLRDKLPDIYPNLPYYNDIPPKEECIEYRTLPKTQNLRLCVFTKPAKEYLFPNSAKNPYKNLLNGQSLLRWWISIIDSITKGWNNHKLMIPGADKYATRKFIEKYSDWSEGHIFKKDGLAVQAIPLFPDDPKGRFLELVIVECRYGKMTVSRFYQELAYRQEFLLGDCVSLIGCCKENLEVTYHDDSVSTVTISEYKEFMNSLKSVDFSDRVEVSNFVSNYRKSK
dFosB activator: activators of delta FosB homodimer, primary screen, biochemical, fluorescence polarization, TAMRA-CDK5 oligo, single point; purified delta FosB; percent of positive-control signal above neutral wells; activation, % at 25 µM; 340,000 tested, 0.99% active; AID 493131, 2011;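 active = mean activation above about 17%, with every replicate also reaching it, limit read from the data, passing the limit was not always enough; inconclusive = only one of the two conditions met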;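 note: fluorescence polarization rise as delta FosB binds a TAMRA Cdk5 AP-1 oligo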
V-ATPase pH: regulators of yeast V-ATPase proton pumping, primary screen, pHLuorin cytosolic pH fluorescence | 350,000 tested, 0.37% active | S. cerevisiae | response, % at 10 µM; in the data active = response mostly above about 7.3%, no sharp cut-off; inactive = mostly below about 5.4%; note: actives read high; inactives centre near 0; some compounds called inactive have numbers as strong as hits
CAL PDZ FP-2: untagged CAL PDZ binding inhibitors, primary screen, biochemical, fluorescence polarization, HTS. 300,000 tested, 0.92% active. purified CAL PDZ, TMR-peptide fluorescence polarization, 1 h. inhibition, % at 24.9 µM. Golgi-associated PDZ and coiled-coil motif-containing protein (Homo sapiens), Q9HD26. AID 602252, 2012;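 active = mean inhibition of at least 30% with at least half of replicates also reaching 30%; inconclusive = no clear call, values can overlap the other calls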;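 note: 0% = DMSO neutral control and 100% = excess unlabeled competitor peptide PRC23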
Wnt bcat act: Wnt/beta-catenin pathway activators, primary screen, cell-based, plate reader, single point. 300,000 tested, 1.2% active. activation, % at 9.35 µM. Wnt/beta-catenin reporter cell assay, activator; in the data active = activation above about 30%, passing the limit was not always enough; inconclusive = no clear call, values can overlap the other calls;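 note: 0% = neutral control wells and 100% = positive control wells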
Starred values were filed as active, the others as inactive; ? = inconclusive; · = not tested or not shown.

SMILES	Tat transport	CAL PDZ FP-1	CDK5 p35 inh	cardiac RTF act	MITF act	Rtt109 HAT inh	dFosB activator	V-ATPase pH	CAL PDZ FP-2	Wnt bcat act
O=C(CSc1nc(-c2ccc(F)cc2)cs1)NC(=O)NCc1ccco1	-1.2	-1.2	2.3	-0.3	-3.9	·	-5.8	1.1	-5.9	·
O=C(O)C1CC(c2cccc(Br)c2)=NO1 (configuration not stated)	-12.6	-3.5	1.2	-7.9	13.1	16.7	10.7	-3.3	-2.5	-5.6
C/C(CC(=O)Nc1ccc2c(c1)OCCO2)=N\NC(=O)COc1ccccc1C	-15.1	-1.2	0.3	-2.0	-1.6	-4.6	-9.6	-9.1	0.6	3.2
O=C(/C=C\c1ccco1)Oc1cccc2cccnc12	-2.6	-0.9	1.7	-5.3	-12.4	-9.2	-2.7	-2.3	-4.9	40.1*
COc1cccc2cc(C(=O)CS(=O)(=O)c3ccc(C)cc3)c(=O)oc12	3.2	-3.7	-2.0	-4.9	7.4	-14.0	-2.5	-1.9	-1.9	·
Cc1ccccc1OCC(=O)Nc1ccc(N2CCN(C(=O)C(C)C)CC2)c(Cl)c1	4.6	0.2	-0.8	2.7	-59.2	-2.4	-4.5	0.8	-24.7	0.3
Cc1ccc(NC(=O)CNC(=O)C2CCCCC2)nc1	-3.8	-2.0	0.5	0.8	-1.8	-5.9	-3.5	2.0	-0.9	-2.8
CC(OC(=O)c1cccc(-n2cnnn2)c1)C(=O)Nc1ccccc1F (configuration not stated)	-6.2	-2.3	2.0	-2.2	1.5	0.7	-12.9	-6.9	-5.9	-1.6
O=C(NCc1ccc(Cl)cc1)c1cc(S(=O)(=O)N2CCCCC2)c[nH]1	-5.7	-1.0	-1.2	9.0	·	2.6	-6.0	3.3	-5.3	-2.7
Cn1ccnc1SCC(=O)Nc1ccccc1	-6.4	-2.7	1.4	2.8	8.1	·	5.1	5.5	3.9	·
O=c1c(OC2OC(CO)C(O)C(O)C2OC2OC(CO)C(O)C(O)C2O)c(-c2ccc(O)cc2)oc2cc(O)cc(O)c12 (configuration not stated)	-5.0	-0.2	0.8	0.2	3.5	11.5	-9.1	-0.9	4.4	-1.8
O=C(NCc1cn(-c2ccccc2)nc1-c1ccc(F)cc1)c1cccc([N+](=O)[O-])c1	0.9	-3.0	0.7	-7.5	8.3	·	-2.4	-3.5	-1.1	13.7
COc1ccc(C(=O)Nc2cccc3nc(C)ccc23)cc1OC	-6.6	-1.1	-1.5	4.0	·	-2.1	-10.5	2.3	-3.6	19.7
FC(F)C(F)(F)C(F)(F)C(F)(F)c1cc(-c2ccccc2)n[nH]1	13.6	0.1	0.0	-2.3	10.2	13.2	-14.7	-3.5	·	·
COc1ccc(NC(=O)/C(C#N)=C/c2ccc[nH]2)c(OC)c1	-14.1	-0.1	0.5	5.7	-13.7	-0.1	15.5	6.3	3.9	1.4
c1ccc(Sc2cccc3ccccc23)c(CNC2=NCCN2)c1	6.3	-4.8	-0.2	2.2	-16.7	8.9	-15.7	3.4	-4.3	-5.3
CN1CCN(NC(=O)/C=C/c2cccc([N+](=O)[O-])c2)CC1	0.2	0.0	-1.0	-1.3	2.9	-1.4	0.3	-1.7	-1.6	-1.3
Cc1ccc(-c2nnc3c4ccccc4c(C)nn23)cc1S(=O)(=O)N1CCN(CCO)CC1	-7.2	-4.0	-0.3	6.3	·	27.4	-61.7	-4.2	2.8	·
O=c1c2ccccc2n(Cc2cccc(F)c2)c(=O)n1C1CCCC1	4.1	-0.1	0.5	1.9	·	1.0	-11.8	-0.9	-2.5	-2.4
Cn1c(=O)c2cc(S(=O)(=O)NCCC(=O)NC3CCCCCCC3)ccc2n(C)c1=O	-9.8	-3.2	-0.1	2.2	-9.1	3.4	-9.2	-4.9	·	-1.7
COC(=O)C(CC(C(=O)OC)C(=O)OC)C(=O)OC	-3.0	-1.3	2.1	-2.7	-1.5	3.9	1.3	-3.4	-3.2	1.1
CCCc1nnc(NC(=O)c2cc(OC)cc(OC)c2)s1	4.2	-4.7	-0.1	6.3	11.4	-1.8	-25.0	12.9*	-4.8	2.3
O=C(Nc1ccccc1)Nn1cnnc1	-5.9	-1.6	1.0	-5.5	-7.1	-19.5	5.9	1.1	-2.6	2.0
Cc1nnc(NC(=O)c2ccc(-c3cccc(C(F)(F)F)c3)o2)s1	-3.0	-3.7	-0.4	-0.2	20.5	3.9	30.4*	-1.6	-5.6	·
O=C(NCCCn1ccnc1)c1ccc(Br)cc1	5.6	-0.3	0.5	-5.7	-5.0	1.7	-2.6	1.8	-3.8	0.9
CCn1c(Cc2ccccc2)nnc1SCc1cccc(C(=O)O)c1	-0.9	0.2	2.0	11.2	11.9	-5.4	-5.9	-1.6	-2.9	10.6
COCCCNC(=O)COc1ccc(Cl)c(C)c1	-1.9	-2.2	0.0	1.1	·	-2.7	-4.0	0.3	-0.8	6.7
FC(F)(F)c1cnc(Oc2ccc(-c3nnco3)cc2)c(Cl)c1	3.1	-0.6	0.0	-5.0	18.5	-21.5	-3.9	-1.8	-2.7	-1.3
Cc1ccc2cc(/C=N/NC(=O)[C@@H]3CCCN3)c(Cl)nc2c1	-0.2	0.3	-0.8	4.6	19.1	-9.1	-48.6	-0.9	11.3	10.5
COc1ccc(C2(c3ccc(OC)cc3)NC(=O)N(CC(=O)NC3(C#N)CCCC3)C2=O)cc1	-2.1	-1.0	1.7	-3.1	0.3	-0.8	-1.6	-0.8	0.7	21.4
COc1ccc(CC(=O)N/N=C/c2cccn2-c2ccc([N+](=O)[O-])cc2)cc1OC	1.5	0.0	·	1.9	-0.4	7.1	-1.8	4.0	-0.9	2.3
O=C(O)c1cccnc1SCC(=O)N1CCCc2ccccc21	-4.9	-0.4	-1.4	5.8	-6.3	0.2	0.0	2.0	-5.1	0.0
CN1C(=O)/C(=C/c2cn(CC(=O)N3CCCCC3)c3ccccc23)NC1=S	-8.2	-0.2	0.6	3.8	-4.9	-2.6	-1.3	0.8	-9.3	0.3
O=c1[nH]c(-c2ccccc2)c(-c2ccccc2)o1	3.4	-0.4	0.7	3.7	1.7	-3.3	2.1	-1.8	0.7	-1.9
C[C@@H](CN1C(=O)C(=O)NC[C@@H]1C)NC(=O)CC12CC3CC(CC(C3)C1)C2	2.3	0.0	-0.2	0.3	8.8	8.8	-5.9	-2.0	-0.1	6.4
O=C(c1ccco1)N1CCN(S(=O)(=O)c2cccc(Cl)c2)CC1	-6.2	-1.2	0.1	-11.1	·	-9.1	-2.9	3.5	-2.3	1.8
Nn1c(SCC(=O)Nc2ccc3c(c2)OCO3)nnc1-c1ccc(Cl)cc1	0.7	-2.8	-0.7	-1.4	·	·	64.2*	-3.0	-3.2	·
Cn1c(NC(=O)C2CCCC2)cc(=O)n(C)c1=O	0.9	-1.1	-0.7	-2.9	-3.9	11.9	-1.0	2.6	·	-1.5
Cc1nn(-c2ccccc2)c(OC(=O)c2cccs2)c1S(=O)(=O)c1ccc([N+](=O)[O-])cc1	-6.2	-1.6	-0.7	1.5	-12.9	1.6	-2.2	-3.2	·	·
Cc1ccc(NC(=O)CSc2nnnn2-c2cccnc2)c(C)c1	-9.7	-3.1	-2.0	-0.8	-5.8	-18.3	0.0	-5.3	-3.0	-2.7
O=C(CSc1nnc(Cc2ccccc2)o1)N1CCc2ccccc21	-12.3	-0.7	-2.8	0.3	-3.0	1.0	-6.2	-4.7	-3.2	0.1
COc1nc(N/N=C/c2ccc(-c3ccccc3[N+](=O)[O-])o2)nc(N2CCOCC2)n1	4.2	-0.8	1.5	3.5	10.1	-1.1	3.1	0.1	2.4	3.4
COC(=O)c1sc(NC(=O)CSc2nnnn2-c2ccc(C)cc2C)nc1C	?	0.7	2.9	-4.3	2.4	-2.3	4.9	2.6	-2.8	·
c1cc(CNCC2CCCO2)ccn1 (configuration not stated)	-1.8	-2.0	-1.8	4.5	-12.3	·	-4.0	-1.9	-2.5	5.7
NC(=O)c1c(NC(=O)c2ccncc2)sc2c1CCCCCC2	-4.0	-1.3	0.1	0.9	·	-1.4	11.4	2.6	-1.3	4.0
O=C(CN1CCN(c2ccc(F)cc2)CC1)Nc1ccc(-n2cnnn2)cc1	-1.6	-3.5	-0.6	3.5	1.7	-0.5	-4.1	-53.8	-1.4	·
COc1ccc(-c2csc(NS(=O)(=O)c3ccc([N+](=O)[O-])cc3)n2)cc1	3.4	-0.9	-0.6	-3.9	0.9	-1.1	-0.3	-0.4	-1.0	·
COc1ccc(Cc2nc3ccc(C(=O)NCCn4ccnc4C)cc3o2)cc1OC	-4.1	-0.7	-1.8	-1.8	12.6	2.9	-0.5	2.6	-1.0	0.1
c1ccc(CCn2nnnc2CN2CCCc3ccccc32)cc1	2.4	·	-0.5	9.0	-7.3	-0.9	-3.5	-0.2	-0.5	·
Cc1csc2ncnc(N3CCN(S(=O)(=O)c4cccc(C(F)(F)F)c4)CC3)c12	7.2	-1.9	-1.3	-4.3	-3.5	2.0	-22.5	-2.7	-1.8	1.5
Cc1ccc2nc(NC(=O)CSc3nc4ccccc4o3)sc2c1	-0.7	-1.5	1.3	13.9	9.2	-7.2	1.6	0.4	1.6	·
CCOC(=O)Nc1sc(NS(=O)(=O)c2ccc(C)cc2)nc1C	-3.8	-2.4	-0.5	4.3	-0.9	-7.7	-0.3	1.7	-7.6	-1.8
COc1cc(OC)cc(C(=O)Nn2cc(C(=O)Nc3ccc(F)cc3F)c3ccccc3c2=O)c1	0.3	-2.0	0.2	-1.5	-23.9	2.7	-5.3	0.6	-0.5	-1.2

Another view of 2 compounds above.
> CCOC(=O)Nc1sc(NS(=O)(=O)c2ccc(C)cc2)nc1C
  Tat transport: -3.8
  CAL PDZ FP-1: -2.4
  CDK5 p35 inh: -0.5
  cardiac RTF act: 4.3
  MITF act: -0.9
  Rtt109 HAT inh: -7.7
  dFosB activator: -0.3
  V-ATPase pH: 1.7
  CAL PDZ FP-2: -7.6
  Wnt bcat act: -1.8

> COc1cc(OC)cc(C(=O)Nn2cc(C(=O)Nc3ccc(F)cc3F)c3ccccc3c2=O)c1
  Tat transport: 0.3
  CAL PDZ FP-1: -2.0
  CDK5 p35 inh: 0.2
  cardiac RTF act: -1.5
  MITF act: -23.9
  Rtt109 HAT inh: 2.7
  dFosB activator: -5.3
  V-ATPase pH: 0.6
  CAL PDZ FP-2: -0.5
  Wnt bcat act: -1.2
